# Assay outcomes as filed in PubChem.
# Giardia FBPA inh: qHTS Assay for Inhibitors of Fructose-1,6-bisphosphate Aldolase from Giardia Lamblia; purified Giardia FBPA; Potency, µM (series often up to 59.6 µM), inactives show top-dose activity, negative = inhibition, actives largely listed as inhibitors; actives 0.71% (n = 290,000); further: potency means the concentration at half of the fitted maximal effect; nearly all actives have a fitted effect of over 55% in size
# Target sequence (A8B2U2 whole entry, looked up): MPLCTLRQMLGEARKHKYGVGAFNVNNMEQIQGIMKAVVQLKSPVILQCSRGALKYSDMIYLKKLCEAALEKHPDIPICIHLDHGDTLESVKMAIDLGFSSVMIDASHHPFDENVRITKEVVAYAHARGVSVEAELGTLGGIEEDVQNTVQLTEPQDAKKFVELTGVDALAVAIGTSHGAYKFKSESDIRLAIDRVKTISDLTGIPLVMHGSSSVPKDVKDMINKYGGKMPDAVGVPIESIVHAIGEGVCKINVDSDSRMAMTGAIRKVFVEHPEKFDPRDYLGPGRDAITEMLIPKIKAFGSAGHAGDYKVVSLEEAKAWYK
#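 Giardia FBPA (40 nM reagent) was preincubated 10 min at RT with compound (up to 57.5 uM final), then substrate plus GAPDH/TPI/NAD/arsenate coupling system with diaphorase/resazurin was added; resorufin fluorescence (525/598 nm) was read after 20 min.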
# AmpC detergent: qHTS Inhibitors of AmpC Beta-Lactamase (assay with detergent); AmpC hydrolysis of nitrocefin, absorbance 480 nm, 0.01% Triton; Potency, µM (highest dose often 114 µM), for the others: at the highest dose activity change, negative = inhibition, actives largely listed as inhibitors; actives 0.041% (n = 370,000); AID 485294, 2010;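 further: potency means the concentration at half of the fitted maximal effect; 0% = no-compound wells and -100% = no-enzyme wells; nearly all actives have a fitted effect of over 25% in size; some results filed as inactive show a strong effect at the top dose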
# Target sequence (P00811 whole entry, looked up): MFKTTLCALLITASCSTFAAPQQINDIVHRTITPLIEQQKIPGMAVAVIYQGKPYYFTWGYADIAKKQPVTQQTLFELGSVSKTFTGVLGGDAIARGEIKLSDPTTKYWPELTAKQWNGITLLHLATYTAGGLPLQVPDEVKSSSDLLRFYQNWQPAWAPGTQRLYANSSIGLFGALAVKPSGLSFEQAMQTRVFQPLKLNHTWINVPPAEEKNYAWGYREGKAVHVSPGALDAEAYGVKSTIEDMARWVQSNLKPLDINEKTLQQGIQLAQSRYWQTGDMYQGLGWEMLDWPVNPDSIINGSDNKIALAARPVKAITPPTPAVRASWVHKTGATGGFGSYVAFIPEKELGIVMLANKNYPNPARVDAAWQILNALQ
#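 20 mM phosphate pH 7.0 + 0.01% (detergent screen) or 0.0001% Triton X-100; 5.3 nM AmpC reagent; cpd preinc 15 min RT; nitrocefin (800 uM stock) to start; A480 q20 s × 4 min; Activity was normalised to no-enzyme and no-compound control wells.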
# HCMV antiviral: qHTS Assay for inhibitors of the human cytomegalovirus (HCMV); HFF cells, HCMV-luciferase reporter, 72 h; stronger effect = lower value; activity change, negative = inhibition, % at 57.5 µM; actives 4.5% (n = 410,000); in the data active means activity change below about -60%; inconclusive means no clear call, values can overlap the other calls; inactive means above about -39%
#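 Compounds were evaluated in HFFs infected with an HCMV luciferase reporter virus (MOI 1 PFU/cell). Luciferase in lysates collected 72 h post infection served as the replication measure.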
# Sm TGR block: qHTS Assay for the Inhibitors of Schistosoma Mansoni Peroxiredoxins; purified TGR, DTNB reduction, TNB absorbance 405 nm; Potency, µM (highest dose often 114 µM), inactives show at the top dose activity change, negative = inhibition, usual class: inhibitors; actives 3% (n = 360,000); AID 485364, 2010; further: potency means the concentration at half of the fitted maximal effect; nearly all actives have a fitted effect of over 60% in size
#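 TGR 20 nM + NADPH 100 uM (dispensed conc.), cpd preinc 15 min RT; start with NADPH (500 uM addition) then DTNB (15 mM addition). Kinetic TNB absorbance, 405 nm filter. Four-parameter Hill fit across titration.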
# AMA1-RON2 inh: qHTS for Inhibitors of AMA1-RON; Towards Development of Antimalarial Drug Lead: Primary Screen; Plasmodium falciparum AMA1 (3D7) - RON2 peptide interaction; Potency, µM (highest dose often 58.2 µM), for inactives: at the top dose activity change, negative = inhibition, usual class: inhibitors; AID 720542, 2013; actives 0.2% (n = 360,000); AlphaScreen AMA1-biotinylated RON2 peptide binding;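 further: potency means the concentration at half of the fitted maximal effect; 0% = vehicle wells and -100% = peptide control; nearly all actives have a fitted effect of over 45% in size; some results filed as inactive show a strong effect at the top dose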
#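 AMA1 (3D7) with his tag at 25 nM final met compounds first, then biotinylated RON2 peptide at 25 nM; detection used donor plus acceptor beads, 10 µg/mL apiece, read by AlphaScreen after 30 min at room temperature.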
# HCV inhibitor: qHTS Assay for Inhibitors of Hepatitis C Virus (HCV); Huh7.5.1 HCVcc-Cre infection, luciferase reporter, 44 h; actives 3.4% (n = 340,000); AID 651820, 2012; Potency, µM (highest dose often 41.8 µM), for the others: at the highest dose activity change, negative = inhibition, actives largely listed as inhibitors; further: potency means the concentration at half of the fitted maximal effect
#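 After 44 h co-culture of compound, cells and HCVcc-Cre (~0.5 moi), substrate is added for 15 min at room temperature and luciferase measured over 15 sec. Cells were seeded at 1,000/well and pre-cultured 4 h.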
# * = called active by the depositor; ? = inconclusive; nt = no result given; & = joins results of further samples; [ ] = remark or other dose. Unless noted, the call rests on the fitted dose curve; in most records, active means well fitted curve in the direction sought with a large enough effect; inconclusive means small, poorly fitted or top-dose-only effect, or another doubt; inactive means no such curve, though single readings can be large; an effect the other way counts as inactive or inconclusive. Unless noted, on the % scale 0 is the no-effect control and ±100 the full control effect.
SMILES,Giardia FBPA inh,AmpC detergent,HCMV antiviral,Sm TGR block,AMA1-RON2 inh,HCV inhibitor
CCOC(=O)Cn1c(=O)cc(-c2ccccc2)c2c(C)nn(C)c21,nt,0%,8,6%,nt,nt
c1cnc(N2CCN(Cc3ccc4c(c3)OCO4)CC2)nc1,-4%,-6%&2%,33&53,-10%&7%,-9%&-5%,4%
Cn1c(=O)[nH]c(NC2CCCCC2)c([N+](=O)[O-])c1=O,1%,2%,-22,-23%,7%,11%
CSCc1nnc(NC(=O)c2ccc(S(=O)(=O)N3CCCCC3C)cc2)o1 (configuration not stated),-19%,-6%,-33,-1%,47%[activator],?
COc1cccc(C(=O)NCc2cn3ccsc3n2)c1,-1%,?,24,-12%,-1%,1%
CCC(=O)N1CCc2cc(S(=O)(=O)NCCC(=O)Nc3cc(C)cc(C)c3)ccc21,4%,-6%,-21,3%,-13%,-6%
Cn1c(=O)[nH]c(=O)c2c1nc(CN1CCN(c3cccc(Cl)c3)CC1)n2CCN1CCOCC1,0%,-1%,21,22%,6%,10%
CC(C)NC(=O)NC(=O)CSc1ncc(C(F)(F)F)cc1Cl,6%,-16%,-34,-22%,-3%,0%
O=C(CNCCO)Nc1ccc(F)c(Cl)c1,-7%,?,-37,-6%,10%,8%
CC(=O)NC(Cc1ccc(C)cc1)C(=O)NC1CCN(c2ncccc2[N+](=O)[O-])CC1 (configuration not stated),4%,?,-24,8%,-1%,-6%
Fc1ccc(-c2nnc(CSc3nnc(-c4ccc5c(c4)OCO5)o3)o2)cc1,5%,?,-15,-33%,18%,8%
Cc1ccc2c(c1)N(CC(=O)NCCC1=CCCCC1)C(=O)c1cccnc1O2,5%,?,-17,-22%,-29%,-16%
CCOC(=O)c1c(C)sc(Sc2ccc(Cl)cc2[N+](=O)[O-])c1OC,1%,-5%,-7,-9%,?,7%
CSc1cc(-c2ccc(Cl)cc2)n(Cc2ccccc2)c(=O)c1C#N,6%,0%,-22,0%,-3%,?
CCCCn1c(N)c(N(Cc2ccccc2)C(=O)COc2ccccc2F)c(=O)[nH]c1=O,nt,-10%,-39,-7%,9%,7%
CN(C(=O)c1cccc(NC(=O)Cc2ccccc2)c1)c1ccccc1,5%,-11%,0,-5%,5%,-16%
CCOc1ccccc1NC(=O)CSc1cn(CC(=O)N2CCCCCC2)c2ccccc12,nt,-2%,?,10%,nt,nt
COCCCNC(=O)Cn1c(=O)n(Cc2ccccc2Cl)c(=O)c2cc(OC)c(OC)cc21,-4%,?,-32,8%,-1%,13%
COc1cc(CC(=O)OCC(=O)NCCc2ccc(S(N)(=O)=O)cc2)cc(OC)c1OC,nt,7%,-35,-2%,4%,7%
CN(CC(=O)Nc1ccc(Cl)cc1)C(=O)c1cccc(S(=O)(=O)N2CCN(Cc3ccccc3)CC2)c1,nt,?,-73*,-6%,-12%,11µM*
CSc1cccc(NC(=O)c2c(Cl)cnn2C)c1,-1%,2%,-21,-6%,-16%,9%
CC1CCN(CCC(=O)Nc2ccc3c(c2)CCC3)CC1,-4%,-10%,-80*,-2%,-4%,?
COc1cccc(C2=NOC(C(=O)Nc3cc(OC)c(OC)c(OC)c3)C2)c1 (configuration not stated),3%,-4%,-5,5%,0%,nt
CCOc1ccc(C(=O)NCC(=O)OCC(=O)c2ccc3c(c2)-c2ccccc2C3)cc1,5%,-3%,45,-13%,0%,2%
COc1ccc2cc(C(=O)C3CCCN(C(=O)CCc4cnn(C)c4)C3)ccc2c1 (configuration not stated),-8%,2%,-20,-23%,4%,-27%

# Additional records.
SMILES,Giardia FBPA inh,AmpC detergent,HCMV antiviral,Sm TGR block,AMA1-RON2 inh,HCV inhibitor
O=c1c2[nH]c3cccc(Cl)c3c2ncn1Cc1ccco1,1%,-7%,9,-3%,-3%,-3%
COCCNS(=O)(=O)c1cccn1-c1ncc(C(F)(F)F)cc1Cl,2%,4%,-27,-15%,-6%,6%
COc1ccc(Cl)cc1C(=O)Nc1ccc(NC(=O)C(C)C)cc1,2%,1%,?,7%,6%,4µM*
COc1cccc(C(=O)NCc2cn3ccccc3n2)c1,nt,-2%,-25,2%,nt,nt
Cc1ccc(CNC(=O)c2ccc(CS(=O)Cc3cccc(Cl)c3)o2)cc1 (configuration not stated),10%,?,-19&-8,25µM*,-7%,-12%
CCOc1ccc(-n2c(-c3ccccc3)c[n+]3c2CCCCC3)cc1,-1%,-15%,-100*,-2%,9%,?
COc1ccc(/C=C/C(=O)Nc2ccc(OC)nc2)cc1,-6%,-5%,2,7%,?,-27%
CN1CCN(c2ccc(CNS(=O)(=O)c3ccccc3)cc2)CC1,1%,3%,11,2%,1%,17%
Oc1ccccc1C1CC(c2cccs2)=NC(c2ccc(Cl)cc2)N1 (configuration not stated),-12%,8%,-70*,?,-3%,?
Cn1cnnc1SCC(=O)Nc1cc(C(F)(F)F)ccc1N1CCOCC1,1%,-7%,-27,2%,15%,-8%
CN(C(=O)CSC(=O)c1ccccc1)c1ccccc1,nt,-1%,-37,-2%,-1%,11%
CCc1ccc(NC(=O)c2c(C(=O)Nc3ccccc3)sc3nc(C)cc(=O)n23)cc1,3%,-13%&9%,?,?,6%,?
COc1ccc(S(=O)(=O)Nc2cccc(S(=O)(=O)N(C)C)c2)cc1[N+](=O)[O-],nt,nt,-19,nt,-10%,16%
COc1ccc(NC(=O)c2sc3nc(C)c(C(=O)Nc4ccc(C)cc4C)c(-c4cccs4)c3c2N)cc1,nt,-9%,-11,-8%,nt,nt
CC(Sc1nnc(COc2ccc(Cl)cc2)o1)C(=O)Nc1ccc(N2CCOCC2)cc1 (configuration not stated),nt,0%,14,-11%,-14%,-2%
COc1ccc(NC(=O)CSc2nc(-c3ccco3)cc(C(F)(F)F)n2)cc1OC,nt,-3%,?,-1%,nt,nt
Cc1cc(C)n(CC(O)CN(c2ccccc2)S(=O)(=O)c2ccccc2)n1 (configuration not stated),4%,0%,-26,-8%,4%,2%
Cc1ccc(NC(=O)Cn2nc(-c3ccccc3Cl)ccc2=O)c(Br)c1,8%,2%,-9,0%,-8%,?
COc1ccc(-n2c(SCC(=O)NCc3ccccc3)nc3c([nH]c4ccccc43)c2=O)cc1,nt,6%,2,10%,nt,nt
COc1ccc(S(=O)(=O)Nc2cc(C)cc(C)n2)c2ccccc12,7%,?,-12,5%,-6%,7%
O=C(Nc1ccncc1)c1ccc(NS(=O)(=O)c2cccc(F)c2)cc1,13%,-8%,-30,-4%,-5%,18%
CC(C)CN1CN(Cc2ccco2)CNC1=S,0%,1%,-10,-3%,-1%,12%
CCOC(=O)CC1C(=O)NCCN1C(=O)c1sc2ccccc2c1Cl (configuration not stated),-2%,3%,?,nt,-8%,3%
NC(=S)N/N=C/c1cn(CCC(=O)O)nc1-c1cccc(Br)c1,?,3%,?,8%,152%[activator],0%
CC(=O)c1ccc(NC(=O)CN2C(=O)COc3ccc(S(=O)(=O)N4CCCC4)cc32)cc1,1%,-6%,-17,-14%,11%,-4%

# Additional results follow.
SMILES,Giardia FBPA inh,AmpC detergent,HCMV antiviral,Sm TGR block,AMA1-RON2 inh,HCV inhibitor
COc1ccc(C(=O)NCc2nnc(SCC(=O)Nc3cc(Cl)ccc3OC)o2)cc1,-2%,-13%,-29,-13%,8%,-2%
CCCn1c(=N)n(CC(=O)c2ccc(Cl)cc2)c2ccccc21,-14%,5%,-83*,?,3%,13µM*
O=C(CN1CCCC1)Nc1ccc(Oc2ccc(NC(=O)CN3CCCC3)cc2)cc1,-2%,-1%,-18,14%,17%,?
COc1cc(NC(=O)CN2C(=O)NC(C)(c3ccccc3)C2=O)c(C)cc1[N+](=O)[O-] (configuration not stated),3%,-10%,nt,-11%,0%,-13%
Cc1ccc(S(=O)(=O)Nc2ncccn2)cc1,22µM*,-16%,-7,-14%,10%,12%
CCCNC(=O)COc1coc(CN2CCN(c3ccccc3F)CC2)cc1=O,7%,1%,7,8%,0%,1%
O=C(NCc1ccc(Cl)s1)c1cc(COc2c(F)cccc2F)on1,-1%,6%,-19,0%,-7%,-2%
CC(=O)Nc1nc(C)c(-c2csc(Nc3cccc([N+](=O)[O-])c3)n2)s1,-14%,-4%,-9,-17%,6%,?
COc1ccc(CNC(=O)C2CCN(c3nnc(N4CCCC4=O)s3)CC2)cc1,4%,-4%,30,-1%,-1%,8%
Cc1ccc(C)c(C2=CSC3=NS(=O)(=O)CCN23)c1,-4%,-15%,-3,0%,3%,-2%
Clc1ccc(-n2ncc3c(NCc4ccco4)ncnc32)cc1,-11%,3%,70,0%,20%,?
COC(=O)c1cccc(NC(=O)CSc2nnc(COc3ccccc3)n2C)c1,0%,4%,2,1%,6%,1%&20%
CCCc1cc(=O)[nH]c(SCC(=O)Nc2cc(S(=O)(=O)N3CCOCC3)ccc2N(CC)CC)n1,nt,nt,-17,nt,42%[activator],-12%
COc1cc(NS(=O)(=O)c2ccc(N/C=C\C(=O)c3ccc(OC)c(OC)c3)cc2)nc(OC)n1,3%,2%,-7,-24%,-5%,12%
COc1ccc(Nc2nccc(-c3cccc(N)c3)n2)cc1,-8%,-1%,?,-9%,-5%,?
O=Nc1c(O)n(Cc2ccc(Cl)cc2Cl)c2ccccc12,14%,-11%,?,22%,11%,2%
CCOC(=O)Cn1nnc(-c2ccccc2)n1,0%,-7%,61,-3%,20%,-22%
Cc1cc(C)cc(OCCCn2c(CCNC(=O)C3CCCCC3)nc3ccccc32)c1,nt,-6%,?,0%,nt,nt
C=CCOc1ccc(C=Nc2ccc(C)c(Cl)c2)c(O)c1,-1%,-1%,-12,-16%,27%,9%
COc1cccc(NC(=O)CN(C)C(=O)c2ccc(-c3ccccc3Cl)o2)c1,nt,5%,9,1%,-19%,?
COc1ccccc1-c1nnc(SC(C(=O)c2c[nH]c3ccccc23)c2ccccc2)n1C (configuration not stated),-1%,-12%,3,0%,-4%,?
Cc1ccc2c(c1)NC(=O)C(CC(=O)NCc1ccc(F)cc1)O2 (configuration not stated),0%,4%,-5,-20%,9%,1%
CC(NC(=O)c1nn(C)c2c1CS(=O)(=O)c1ccccc1-2)c1ccccc1 (configuration not stated),-6%,-9%,-30,-8%,12%,-3%
COC(=O)c1cnc(NNS(=O)(=O)c2ccc(Cl)cc2)nc1C(F)(F)F,16µM*,-3%,3,20%,59%[activator],13%
